pAkt inh: HTS Assay for Inhibitors of Akt Phophorylation: Primary Screen | Neuro2A IGF-stimulated pAkt S473 HTRF, 20 min; hits give low values | activity change, % for hits at 50 µM | 0.32% of 360,000 active | AID 651550, 2012; in the data active means activity change below about -80%; inconclusive means mostly about -51% to -80%; further: on the % scale 0 is the no-effect control and ±100 the full control effect
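Neuro2A cells (4,500/well, DMEM with 0.5% FBS) were treated with compound at a single 50 µM final concentration, stimulated with 6 nM IGF for 20 min at 37 °C, and lysed. Phospho-Akt Ser473 was read by HTRF as 665/615 ratio ×10^4.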
PTHR1 ag: qHTS for PTHR1 Agonists: Primary Screen; AID 743266, 2014; Parathyroid hormone/parathyroid hormone-related peptide receptor (Homo sapiens), Q03431; 0.075% of 410,000 active; HEK293 GP2 PTHR1 cells, GloSensor cAMP luminescence, 1 h; Potency, µM (doses to about 115 µM), for the others: top-dose activation, actives largely listed as activators; further: potency means the concentration at half of the fitted maximal effect; nearly all actives have a fitted effect of over 55% in size; some results filed as inactive show a strong effect at the top dose; inactives centre near -15; many of its hits are not listed in these tables
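HEK-293-derived GP2 cells expressing PTHR1 and a GloSensor cAMP reporter, 3,000/well, plated overnight, given luciferin plus IBMX (each 0.5 mM as added) for 1 h at 37 °C, then compound for 1 h at 37 °C. Luminescence was read after 15 min at room temperature.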
GLP-1R agonist: qHTS of GLP-1 Receptor Agonists; Glucagon-like peptide 1 receptor (Homo sapiens), P43220; HEK293 GLP-1R CRE-luciferase, luminescence, 4-6 h; cells express a hypersensitive GLP-1R form; 0.007% of 380,000 active; AID 624172, 2012; Potency, µM (top dose mostly 45.6 µM), without a hit: at the top dose activation, actives largely listed as activators; further: potency means the concentration at half of the fitted maximal effect; % of control where 0% means no effect
Target sequence (P43220 whole entry, looked up): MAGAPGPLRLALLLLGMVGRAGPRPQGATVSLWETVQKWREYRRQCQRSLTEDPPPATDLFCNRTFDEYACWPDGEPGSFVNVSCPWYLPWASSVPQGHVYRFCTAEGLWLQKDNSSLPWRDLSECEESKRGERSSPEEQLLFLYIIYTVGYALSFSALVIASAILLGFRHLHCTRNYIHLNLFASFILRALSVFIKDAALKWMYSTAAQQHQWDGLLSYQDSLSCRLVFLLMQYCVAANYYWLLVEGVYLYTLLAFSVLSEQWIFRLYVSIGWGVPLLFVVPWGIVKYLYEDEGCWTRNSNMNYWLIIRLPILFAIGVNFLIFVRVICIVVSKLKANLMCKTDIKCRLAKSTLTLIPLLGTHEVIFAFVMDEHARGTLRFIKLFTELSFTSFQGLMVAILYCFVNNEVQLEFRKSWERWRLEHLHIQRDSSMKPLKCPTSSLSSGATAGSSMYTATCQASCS
aSyn yeast inh: qHTS of alpha-syn Inhibitors; Yeast expressing alpha-synuclein, growth rescue, BacTiter-Glo, 24 h; Potency, µM (top dose mostly 46.1 µM), for inactives: at the top dose growth rescue (activation), most hits filed as activators; 0.14% of 370,000 active; AID 652106, 2013; further: potency means the concentration at half of the fitted maximal effect; % of control where 0% means no effect; nearly all actives have a fitted effect of over 65% in size
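Galactose-induced alpha-syn yeast (OD600=0.02, raffinose-pregrown) + pinned cpd, 24 hr, 30 deg C; growth by BacTiter-Glo luminescence. Growth restoration scores as activation.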
Abeta rescue: qHTS for compounds that reverse cellular toxicity of Amyloid beta (A-beta) peptide in yeast: Primary Screen | yeast expressing A-beta42, growth rescue, OD600, 48 h; response scale: 0% DMSO, 100% iron-clioquinol control | Potency, µM (doses to about 46.1 µM), for inactives: top-dose growth rescue, hits mostly activators | 0.063% of 410,000 active | AID 1347071, 2019; further: potency means the concentration at half of the fitted maximal effect; nearly all actives have a fitted effect of over 55% in size
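Growth rescue measured by 600 nm absorbance after 48 h yeast culture at 30 C with compound. Values normalized between DMSO and an equimolar ferric chloride plus clioquinol control.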
FUS suppressor: qHTS for Suppressors of FUS Proteinopathy: Primary screen using FUS-linked yeast assay | S. cerevisiae FUS-expressing, growth rescue, OD600, 24 h | Potency, µM (titrated, usually from 76.6 µM), without a hit: at the top dose growth rescue (activation), usual class: activators | 0.24% of 390,000 active;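 further: potency means the concentration at half of the fitted maximal effect; plate controls were DMSO vehicle for no effect and reference control for full effect; nearly all actives have a fitted effect of over 55% in size; some results filed as inactive show a strong effect at the top dose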
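Steps: raffinose overnight preculture; dilution to OD 0.005 in 2% galactose minimal medium; compound addition (concentration series); 24hr at 30C, 99% humidity; absorbance read at 600 nm.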
GLP1R inv ag: qHTS of GLP-1 Receptor Inverse Agonists (Inhibition Mode); 1.6% of 410,000 active; Glucagon-like peptide 1 receptor (Homo sapiens), P43220; Potency, µM (doses to about 38.3 µM), without a hit: at the highest dose activity change, negative = inhibition, most hits filed as inhibitors; HEK293 GLP-1R CRE-luciferase, luminescence, 24 h; GLP-1R form is constitutively active; further: potency means the concentration at half of the fitted maximal effect; on the % scale 0 is the no-effect control and ±100 the full control effect; nearly all actives have a fitted effect of over 55% in size
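GLP-1R inverse agonism mode: basal reporter luminescence in engineered HEK293 cells measured after one day of compound exposure at 37 deg C, with a 12 min room-temperature detection step.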
TDP-43 yeast inh: qHTS of TDP-43 Inhibitors; TDP-43 expressing yeast growth rescue, BacTiter-Glo, 24 h; Potency, µM (series often up to 46.1 µM), for the others: top-dose growth rescue (activation), hits mostly activators; 1.8% of 410,000 active; AID 652104, 2013; further: potency means the concentration at half of the fitted maximal effect; % of control where 0% means no effect; nearly all actives have a fitted effect of over 50% in size
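Yeast expressing TDP-43 (pregrown in raffinose, seeded at OD600=0.02 in galactose medium) exposed to compounds 24 hr at 30 deg C. Growth read by BacTiter-Glo luminescence; rescue of toxicity appears as increased signal.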
DRD3 antagonist: qHTS of D3 Dopamine Receptor Antagonist: qHTS | D3R cells, DiscoveRx beta-arrestin luminescence, antagonist mode; hits give low values | max response, negative = inhibition, % | 2.5% of 360,000 active; in the data active means max response below about -50%; inconclusive means no clear call, values can overlap the other calls; further: on the % scale 0 is the no-effect control and ±100 the full control effect; mostly tested at two doses, the higher about 12 µM
Target sequence (P35462 whole entry, looked up): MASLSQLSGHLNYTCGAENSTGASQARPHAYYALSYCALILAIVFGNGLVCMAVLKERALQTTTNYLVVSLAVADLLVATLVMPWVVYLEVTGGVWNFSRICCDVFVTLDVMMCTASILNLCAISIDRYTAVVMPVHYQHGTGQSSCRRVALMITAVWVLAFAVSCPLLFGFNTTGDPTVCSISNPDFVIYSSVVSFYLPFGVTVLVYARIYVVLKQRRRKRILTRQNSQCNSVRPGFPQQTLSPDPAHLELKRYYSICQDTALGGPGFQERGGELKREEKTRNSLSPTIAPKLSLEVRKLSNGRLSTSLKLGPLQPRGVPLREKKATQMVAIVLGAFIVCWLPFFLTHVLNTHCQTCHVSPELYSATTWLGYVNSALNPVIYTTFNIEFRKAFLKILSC
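Cells plated overnight at 1500 cells/well, then exposed to library compounds with dopamine controls for 90 minutes at 37 degrees C. DiscoveRx reagent added for 30–60 minutes at room temperature; luminescence read, quantitative HTS format.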
Starred values were filed as active, the others as inactive; i = inactive; ? = inconclusive; . = not tested or not shown; [ ] = another dose, or the depositor's remark. Unless noted, the call rests on the fitted dose curve; in most records, active means well fitted curve in the direction sought with a large enough effect; inconclusive means small, poorly fitted or top-dose-only effect, or another doubt; inactive means no such curve, though single readings can be large; an effect the other way counts as inactive or inconclusive. This is a subset (hit frequency here may not be typical).

Molecule	DRD3 antagonist	GLP-1R agonist	FUS suppressor	Abeta rescue	aSyn yeast inh	TDP-43 yeast inh	pAkt inh	PTHR1 ag	GLP1R inv ag
CCOP(=O)(C(NC(=O)c1ccccc1Cl)=C(Cl)Cl)c1ccccc1 (centres undefined)	-22	-1%	8%	9%	-3%	-10%	i	i	7%
O=C(CN1C(=O)COc2ccccc21)N1CCC2(CC1)OCCO2	11	-2%	-16%	7%	10%	-3%	i	i	-13%
COc1ccc(-c2oc(=O)n(C)c2-c2ccc(OC)cc2)cc1	5	?	2%	1%	2%	8%	i	-13%	13%
CC(C)OC(=O)c1c(N)n(CC2CCCO2)c2nc3ccccc3nc12 (centres undefined)	-4	7%	-9%	-13%	-1%	-10%	i	i	?
Cn1c(O)c(C=NCCN2CCN(C(=O)c3ccccc3)CC2)c(=O)n(C)c1=O	-12	9%	19%	-6%	2%	-2%	i	i	5%
O=c1[nH]c(=O)n(-c2cccc(Cl)c2)c(O)c1C=NCCN1CCCCC1	12	-1%	10%	3%	-2%	-16%	i	-4%[57.5 µM]	2%
CN1CCN(c2nc(N)cc(=O)[nH]2)CC1	3	0%	-25%	13%	1%	5%	i	-24%	7%
COc1ccccc1Oc1c(C)oc2cc(OC(=O)N(C)C)ccc2c1=O	-3	3%	-8%	2%	?	2%	i	-2%	-2%
CN(C)C1(c2nnnn2-c2ccc(Cl)cc2)CCCCC1	-20	9%	-6%	-8%	-7%	0%	i	-7%	?
COC(=O)C1=C(c2ccc(OC)c(OC)c2)C[C@@H]2CC[C@H]1N2C(=O)NCCOc1ccc(OC)cc1	0	1%	-7%	8%	2%	5%	i	-23%	0%
O=C(NC1CCCCC1)N1Cc2ccccc2-n2nncc2C1	0	1%	-6%	2%	-6%	6%	i	i	-4%
CCCCC(=O)N/N=C/c1c(O)n(CCC2=CCCCC2)c(=O)[nH]c1=O	-28	-1%	0%	2%	-9%	13%	i	-54%[inhibitor]	?
CC(=O)O[C@@H]1/C=C/[C@](C)(O)C[C@@H](C)C/C=C/[C@H]2[C@H](O)[C@@](C)(O)[C@@H](C)[C@H]3[C@H](Cc4ccccc4)NC(=O)[C@@]312	26	-4%	-12%	-14%	0%	-1%	i	-17%	17%
CCCCCCCSc1cc(OC)c(CCNC)cc1OC	-10	-17%	18%	4%	-10%	6%	i	-11%	?
C[N+](C)(N)CCOC(=O)C(O)(c1ccccc1)C1CCCCC1 (centres undefined)	-24	10%	3%	16%	-4%	-2%	i	-18%	3%

The results go on.
Molecule	DRD3 antagonist	GLP-1R agonist	FUS suppressor	Abeta rescue	aSyn yeast inh	TDP-43 yeast inh	pAkt inh	PTHR1 ag	GLP1R inv ag
Cc1ccc(S(=O)(=O)N2CCCc3cc(NS(=O)(=O)c4cc(C)ccc4C)ccc32)cc1	.	.	?	-3%	.	0%[9.22 µM]	.	0%	?
COc1ccccc1N1CCN(Cc2ccccc2Cl)CC1	-88*	0%	-10%	-5%	-7%	17%	i	-18%[57.5 µM]	0%
CCOC(=O)CNC(=S)N1CC2C[C@@H](C1)Cn1c2cccc1=O	-1	-1%	-5%	0%	-2%	7%	i	-12%	-9%
Nc1cc(Cl)cc(Cl)c1	14	-2%	-39%	-17%	-5%	0%	i	-1%	4%
CCCCc1ccc(NC2=NCCCS2)cc1	1	4%	-1%	0%	1%	-2%	i	i	?
N=C1c2ccccc2CN1c1cccc([N+](=O)[O-])c1	16	9%	-3%	-27%	-1%	-18%	i	i	31%[activator]
COc1ccccc1N1CCN(C(=O)CCCn2c(=S)[nH]c3ccccc3c2=O)CC1	105	3%	-1%	2%	-1%	9%	i	-37%[inhibitor]	10%
CN1CCN(c2nc3ccccc3o2)CC1	-7	-6%	-9%	6%	2%	18%	i	-1%	-10%
CCOc1cc(CNCCc2ccccc2F)ccc1OC	-11	21%	-35%	4%	?	19%	i	i	-19%
CCCC1=Nc2cc(C(=O)NCCc3ccc(OC)cc3OC)ccc2Sc2ccccc21	.	2%	?	-2%	.	11%	.	i	?
N#CC1(c2ccccc2)CCN(C2CC(=O)N(c3ccc4c(c3)OCO4)C2=O)CC1 (centres undefined)	5	1%	-22%	-7%	20%	14%	i	-9%	6%
Cc1ccccc1-n1c(/C=C/c2ccc(O)cc2)nc2ccccc2c1=O	.	.	-7%	-12%	.	?	.	-39%[inhibitor]	11µM*
OC(CNCc1ccccc1)c1ccc(Cl)cc1 (centres undefined)	-9	19%	-8%	12%	12%	1%	i	-23%	?
Cc1cccc(N2C(=O)CC(=O)NC2=O)c1	-10	0%	-7%	1%	3%	11%	i	i	-4%
CC(=O)C1CCC2C3CCC4CC(O)CCC4(C)C3C(=O)CC12C (centres undefined)	-24	2%	27%	12%	-7%	-11%	i	-23%	-15%

Next structures follow:
Molecule	DRD3 antagonist	GLP-1R agonist	FUS suppressor	Abeta rescue	aSyn yeast inh	TDP-43 yeast inh	pAkt inh	PTHR1 ag	GLP1R inv ag
COc1cc2c3cc1Oc1c(OC)c(OC)cc4c1[C@H](Cc1ccc(cc1)Oc1cc(ccc1O)C[C@H]3N(C)CC2)N(C)CC4	0	-2%	4%	2%	-2%	22%	i	-25%	-8%
CN1CCc2nc(SCc3cccc(Br)c3)c(C#N)cc2C1	?	1%	0%	7%	0%	18%	i	-25%	?
Fc1ccc2c(c1)nnn2C1CCN(Cc2nnnn2C2CCCCC2)CC1	-58*	4%	34%	16%	?	19%	i	i	-9%
CCc1nn(CC(=O)N2CCC3(CC2)OCCO3)c(=O)c2cccn12	5	0%	-6%	4%	-11%	-10%	i	i	9%
C[C@@H]1CN([C@H](C)CO)C(=O)c2c(c3ccccc3n2C)-c2ccccc2CO[C@H]1CN(C)Cc1ccc(-c2ccccc2)cc1	-10	-7%	?	-17%	-11%	3%	i	-19%	?
CCN(CC)S(=O)(=O)c1ccc(C(=O)NC(=S)N2CCN(c3ccccc3O)CC2)cc1	4	-5%	?	2%	6%	14%	i	-22%	?
COC(=O)C1=C(c2ccc(OCc3ccccc3)c(F)c2)C[C@@H]2CC[C@H]1N2C	-6	4%	-10%	3%	2%	3%	i	i	?
COC(=O)C(c1ccccc1)N1CCCCCC1 (centres undefined)	27	-1%	-15%	-15%	1%	-4%	i	i	5%
NC(=O)c1c(Br)n(C2OC(CO)C(O)C2O)c2ncnc(N)c12 (centres undefined)	-4	-9%	.	2%	0%	22%	i	-26%	?
Cc1ccc(Cl)cc1N1CCN(C(=O)C2CCC(CNS(=O)(=O)c3cccs3)CC2)CC1 (centres undefined)	.	.	-12%	-9%	.	25%	.	-17%	2%
CC12CCC3C(CCC4CC(=O)C(C(O)C(F)(F)F)CC43C)C1CCC2O (centres undefined)	-22	29%	7%	-17%	14%	14µM*	i	-3%	-28%
COc1ccc(O)c(CN2CCCC(C(=O)c3sccc3C)C2)c1 (centres undefined)	?	1%	31%	-7%	2%	15%	i	-6%	?
COC(=O)c1cccc(NC(=O)c2ccc(S(=O)(=O)N(C)c3ccccc3OC)cc2)c1	5	0%	?	2%	8%	24%	i	-39%[inhibitor]	?
CCCCn1c(=O)[nH]c(=O)c2c1nc(-c1ccc(OC(F)F)c(OC)c1)n2C	-2	31%	23%	-1%	4%	-13%	i	-7%	69%[activator]
COc1ccc(-n2c(-c3ccccc3Br)nc3ccccc3c2=O)cc1	2	16%	24%	-6%	-5%	1%	i	i	?

Entries above that have an aryl thioether with sulfur outside any ring (2):
Molecule	DRD3 antagonist	GLP-1R agonist	FUS suppressor	Abeta rescue	aSyn yeast inh	TDP-43 yeast inh	pAkt inh	PTHR1 ag	GLP1R inv ag
CCCCCCCSc1cc(OC)c(CCNC)cc1OC	-10	-17%	18%	4%	-10%	6%	i	-11%	?
CN1CCc2nc(SCc3cccc(Br)c3)c(C#N)cc2C1	?	1%	0%	7%	0%	18%	i	-25%	?

(cont.)
Molecule	DRD3 antagonist	GLP-1R agonist	FUS suppressor	Abeta rescue	aSyn yeast inh	TDP-43 yeast inh	pAkt inh	PTHR1 ag	GLP1R inv ag
C/C(=N\N(C)c1ccccc1)c1c(O)[nH]c(=O)[nH]c1=O	3	17%	6%	8%	0%	2%	i	i	-4%
O=C1NC(=S)N(c2ccccc2)C(=O)C1C(c1ccncc1)C1C(=O)NC(=S)N(c2ccccc2)C1=O (centres undefined)	-28	-1%	-6%	-14%	-1%	19%	i	i	2%
COC(=O)C1=C(c2ccc(OC)c(OC)c2)C[C@@H]2CC[C@H]1N2C(=O)NCc1cc(C)oc1C(F)(F)F	36	-4%	16%	-5%	9%	10%	i	i	-4%
Brc1ccc(-[n+]2c(-c3ccccc3)cc(-c3ccccc3)cc2-c2ccccc2)cc1	-12	-3%	9%	-2%	-13%	-21%	i	-93%	?
COc1ccc(CN2CCN(C(=O)Cc3ccccc3)CC2)c(OC)c1	5	22%	-1%	16%	1%	8%	i	i	-14%
CC1(C)CC(n2[nH]c(=O)c3c2NC(=O)CSC3c2ccccc2)CCO1 (centres undefined)	1	-3%	?	-14%	-4%	-16%	i	?	1%
CCCCn1c(O)c(C(CC)=Nc2ccc(C(=O)O)cc2)c(=O)[nH]c1=O	-4	3%	-7%	-21%	-58%[inhibitor]	-34%[inhibitor]	i	i	1%
CSc1ccc(CNC2CN3CCC2CC3)cc1 (centres undefined)	8	-5%	-9%	8%	-9%	-4%	i	-27%[57.5 µM]	9%
CCN(CC)c1ccc(C=C2C(=O)N(C)C(=S)N(C)C2=O)o1	-17	7%	14%	-12%	-1%	4%	i	i	30%[activator]

From PubChem
